Source: PubChem BioAssay (several laboratories)
PrPC surface inh – reduces human prion protein on the cell surface; P04156; hit rate 0.43% among 370,000; inhibition, % at 13.8 µM; cell surface PrPC, TR-FRET read-out; in the data active means inhibition above about 24%; further: 0% = median of the test wells and 100% = reference compound wells
PriA SSB inh – inhibitors of Klebsiella pneumoniae PriA binding to SSB C-terminal tail; AID 1272365; inhibition, % at 33 µM; hit rate 0.6% among 430,000; AlphaScreen SSBct-PriA binding, biotinylated peptide; in the data active means inhibition mostly above about 37%, no sharp cut-off; inactive means mostly below about 20%;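 further: plate controls were negative control peptide for no effect and reference peptide for full effect; strong numbers were not always called active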
Rv3671c inh – Rv3671c (M. tuberculosis) protease inhibition; inhibition, % at 5.96 µM; hit rate 0.048% among 320,000; AID 2606; in the data active means inhibition above about 38%;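 further: extracellular domain of Rv3671c used as enzyme; 0% = enzyme with DMSO and 100% = no enzyme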
Target sequence (P9WHR9 whole entry, looked up, the tested form may be a part): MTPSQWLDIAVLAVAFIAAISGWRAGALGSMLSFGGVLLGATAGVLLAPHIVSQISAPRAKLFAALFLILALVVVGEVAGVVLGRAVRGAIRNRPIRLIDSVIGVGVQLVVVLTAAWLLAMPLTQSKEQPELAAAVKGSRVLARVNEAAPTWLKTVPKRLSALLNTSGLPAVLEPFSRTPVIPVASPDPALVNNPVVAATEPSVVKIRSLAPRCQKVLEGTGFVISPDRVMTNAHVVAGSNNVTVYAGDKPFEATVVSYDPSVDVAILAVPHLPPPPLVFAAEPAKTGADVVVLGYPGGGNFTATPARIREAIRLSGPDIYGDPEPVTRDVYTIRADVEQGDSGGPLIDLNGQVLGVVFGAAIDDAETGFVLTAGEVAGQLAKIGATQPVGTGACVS
Y pestis TopoI – inhibitors of Yersinia pestis topoisomerase I. Y. pestis Topo-I cleavage product accumulation, plate reader. activity, % at 10 µM. hit rate 0.064% among 360,000; in the data active means activity above about 50%, passing the limit was not always enough; further: inactives centre near 2
CCHF vOTU inh – CCHFV vOTU protease inhibition | Pep-AMC fluorescence | inhibition, % at 11.5 µM | hit rate 0.55% among 370,000 | AID 651958; in the data active means inhibition above about 30%; further: 0% = vehicle wells with enzyme and 100% = no enzyme wells
BH1578 lux ind – inducers of Vibrio cholerae quorum light production without autoinducers | V. cholerae BH1578 lux reporter, luminescence, 6 h | activation, % at 18.7 µM | hit rate 0.16% among 350,000 | AID 588436; in the data active means activation mostly above about 9.7%, no sharp cut-off; further: not every result past the cut was called active; inactives centre near 0; reference of the scale not given here
3CLpro inhibitor – SARS-CoV 3CLpro protease inhibition; P0C6X7; recombinant SARS-CoV 3CLpro, quenched FRET peptide cleavage; inhibition, % at 6 µM; hit rate 0.14% among 290,000; AID 1706; in the data active means inhibition above about 12%
DUSP3 inh – DUSP3 (human) phosphatase inhibition. inhibition, % at 13.3 µM. hit rate 0.52% among 290,000. P51452. AID 1654. recombinant VHR phosphatase, pNPP absorbance; in the data active means inhibition above about 50%; further: some compounds called inactive have numbers as strong as hits
Target sequence (P51452 whole entry, looked up): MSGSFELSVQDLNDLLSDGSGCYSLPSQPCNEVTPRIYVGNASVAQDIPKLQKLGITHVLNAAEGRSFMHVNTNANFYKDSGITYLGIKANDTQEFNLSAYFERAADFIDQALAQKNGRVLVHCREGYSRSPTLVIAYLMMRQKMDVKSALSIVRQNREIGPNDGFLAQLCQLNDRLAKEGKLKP
MazF activator – activators of E. coli MazEF toxin-antitoxin RNase; FAM/BHQ RNA-DNA oligo cleavage fluorescence, 5 h; activation, % at 20 µM; hit rate 0.32% among 350,000; in the data active means activation above about 50%
Target sequence (P0AE70 whole entry, looked up): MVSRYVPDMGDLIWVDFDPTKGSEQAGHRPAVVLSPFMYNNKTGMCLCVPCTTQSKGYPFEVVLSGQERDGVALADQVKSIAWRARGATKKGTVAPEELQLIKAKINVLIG
TcdB inh – inhibitors of Clostridioides difficile toxin B glycohydrolase; TcdB glycohydrolase enzymatic assay, plate reader; inhibition, % at 9.99 µM; hit rate 0.24% among 350,000; AID 652162; in the data active means inhibition above about 10%
The depositor's hits bear a star; i = inactive; · = no result given; & = joins results of further samples. A portion of the library; count on the stated rates, not on these rows.

SMILES	PrPC surface inh	PriA SSB inh	Rv3671c inh	Y pestis TopoI	CCHF vOTU inh	BH1578 lux ind	3CLpro inhibitor	DUSP3 inh	MazF activator	TcdB inh
Cc1cc(C)c(NC(=O)CNC(=O)COC(=O)Cc2cccs2)c(C)c1	-5	-4	-3	1	5	-0.6	·	·	-6	2.7
COCCNC(=O)c1cc(-c2ccc3c(c2)OCO3)on1	7	-1	-3	6	-3	i	-4	19	10	·
CCOc1ccc(S(=O)(=O)N2CCCCC2)cc1NC(=O)CN1C(=O)NC(C)(c2ccccc2)C1=O (stereo unspecified)	2	4	0	23	5	0.7	·	·	1	2.9
Cc1ccc(C(=O)NC2CCSC2=O)cc1 (stereo unspecified)	-2	-6	6	-8	-5	-0.4	4	27	2	5.1
CCOC(=O)c1cnn(-c2nc(-c3ccc(C)cc3)cs2)c1C(F)(F)F	4	-87	3	3	2	-0.7	0	11	0	·
O=C(Cc1ccccc1)Nc1ccc(NC(=O)c2ccccc2)nc1	4	-5	-9	2	33*	-0.3	-5	20	6	-1.4
CN(C)S(=O)(=O)c1ccc(N2CCCC2=O)c([N+](=O)[O-])c1	-5	8	-4	-5	-17	1.9	4	2	4	·
O=C(NCCO)c1cc2cc(Cl)cc(Cl)c2oc1=O	-5	-2	2	2	0	i	-1	27	4	·
Cc1cccc(C)c1NC(=S)N(CCN(C)C)C(C)c1ccccn1 (stereo unspecified)	-5	-4	5	1	-12	1.2	-1	16	6	1.3
CCOc1cc(C=NNC(=O)c2cccc(S(=O)(=O)N3CCCC3)c2)ccc1O	7	6	9	-7	12	i	·	·	-5	-0.1
O=Cc1c(N2CCSCC2)nc2ccccn2c1=O	5	1	3	4	13	-0.6	1	25	1	-2.9
O=C1CC(NCc2ccco2)C(=O)N1CCc1ccccc1 (stereo unspecified)	-4	-19	-2	8	8	-0.7	-2	22	2	·
Cn1c(=O)c(=O)n(C)c2cc(S(=O)(=O)N3CCN(c4cccc(C(F)(F)F)c4)CC3)ccc21	·	-16	0	-3	·	-1.3	-1	10	-35	·
CC1(c2nnc(-c3cccc(Cl)c3)o2)CC(c2cccnc2)=NO1 (stereo unspecified)	-1	-1	-1	3	-2	4.3	·	·	9	·
CCOC(=O)N1CCN(S(=O)(=O)N2CCCC(C(=O)NCc3ccccc3OC)C2)CC1 (stereo unspecified)	4	-14	-3	10	0	-2.6	-4	12	4	0.0
Cc1ncc(CO)c(/C=N/NC(=S)Nc2ccc(F)cc2)c1O	-7	·	16	-6	-8	-0.2	1	-4	8	·
CC(=O)c1cccc(NC(=O)c2sc3nc4n(c(=O)c3c2C)CCCCC4)c1	10	-21	6	-9	19	-0.3	-3	-14	5	0.0
CCc1cc2c(Sc3nc4ccccc4s3)ncnc2s1	3	-4	1	4	-7	·	5	38	30	0.6
CCOC(=O)C1CCN(C(C(=O)NC2CCCC2)c2ccc(C)cc2)CC1 (stereo unspecified)	-2	-15	-7	18	12	-0.4	2	-12	0	1.2
COC(=O)c1ccccc1NC(=O)c1ccc(-c2cccc(Cl)c2)o1	0	-12	3	-5	10	i	-3	27	6	·
CCN1CCN(CC(O)COc2ccc(C)c(C)c2)CC1 (stereo unspecified)	0&-5	3	5	-2&2	10&6	i	-7	21	-10&-3	1.0
COc1ccc(C)cc1NS(=O)(=O)c1ccc2c(c1)n(C)c(=O)n2C	-1	-6	-2	4	2	-0.3	0	-8	7	1.5
CN(C)/C=C(/C(=O)c1ccc(Cl)cc1)S(=O)(=O)c1ccc(Cl)cc1	-1	3	-8	7	-7	i	0	21	10	·
O=C(CSc1nc2ccccc2c(=O)n1-c1ccc(OC(F)F)cc1)NCc1cccs1	0	-2	-8	10	8	i	-3	19	11	-0.5
CSc1ccccc1OCc1cc(C(=O)NC2CCOC2)no1 (stereo unspecified)	2	11	-5	-6	4	i	-1	-31	6	0.3

The list goes on.
SMILES	PrPC surface inh	PriA SSB inh	Rv3671c inh	Y pestis TopoI	CCHF vOTU inh	BH1578 lux ind	3CLpro inhibitor	DUSP3 inh	MazF activator	TcdB inh
O=S1(=O)CCN2C=Nc3sc4c(c3C2=N1)CCCC4	-7	5	9	1	7	0.1	-1	3	0	·
COc1ccc(NC(=O)c2ccccc2C)cc1	-6	-2	6	-2	-2	-0.1	0	14	4	1.6
COc1ccc2c(c1)OCC(O)(c1ccccc1)C2=O (stereo unspecified)	13	-8	·	5	-9	i	·	·	-1	-9.7
CC(=O)OCC(=O)NCCCOc1cccc(CN2CCCCC2)c1	0	-3	-1	-7	-2	-0.8	·	·	-1	-0.3
COc1ccc(-n2nc(C(=O)NCC(=O)NCCC3=CCCCC3)c3ccccc3c2=O)cc1OC	-14	-2	12	17	3	-0.1	1	0	10	0.6
Cc1ccc(-c2c3c(=O)n(C)c(=O)n(C)c3cn2-n2cnnc2)cc1	-14	-3	0	2	-2	-12	4	12	5	·
CCN(C(=O)COC(=O)c1c2c(nc3ccccc13)CCC2)c1c(N)n(Cc2ccccc2)c(=O)[nH]c1=O	-3	9	·	15	1	-3.1	·	·	-3	0.8
COc1ccccc1NC(=O)CSc1nc2sc(C)c(C)c2c(=O)n1C	2	-4	-1	8	16	-0.4	6	32	2	-0.1
Cc1ccc2cc(CCNC(=O)C(=O)c3c(C)[nH]c4ccccc34)c(=O)[nH]c2c1	-1	-7	-10	-4	10	1.0	-5	18	-3	0.5
COc1ccc(C2CC(c3cccs3)=NN2C(=O)CSc2nncs2)cc1OC (stereo unspecified)	-7	0	-6	-7	-6	-0.4	2	43	-1	-0.4
Cc1ccc(C(=O)C(OC(=O)COc2ccccc2C)c2ccccc2)cc1 (stereo unspecified)	10	-6	-9	26	1	i	-2	6	-1	·
CC(Sc1nnc(-c2cc3ccccc3o2)n1-c1ccccc1)C(=O)O (stereo unspecified)	1	-15	3	6	6	i	-2	13	15	·
O=c1ccc(S(=O)(=O)N2CCCC2)cn1Cc1ccc(F)cc1	7	-3	4	2	4	4.4	·	·	-4	0.2
N/C(=N\OC(=O)CCc1ccccc1)c1cccnc1	2	·	-17	-1	-3	2.0	2	-13	2	0.5
Cc1oc(C)c(C(=O)Nc2ccc(CC(=O)O)cc2)c1C(=O)Nc1ccc(CC(=O)O)cc1	6	-5	4	-4	-3	3.4	0	1	2	·
CCCn1c2ccc(F)cc2c2nnc(NN)nc21	-22	8	-11	9	13	i	1	1	15	-0.4
CC1CCc2[nH]c3ccc(C(=O)N4CCCC(C(F)(F)F)C4)cc3c2C1 (stereo unspecified)	4	1	2	-1	21	-5.0	·	·	-3	0.6
CCSc1nc2nccnc2c(=O)[nH]1	0	-15	·	-1	-12	4.3	·	·	4	1.4
O=C(Nc1nnc(-c2ccccc2)o1)c1ccc(Cl)cc1	-4	-9	2	-5	21	i	1	0	4	·
CC1CCc2c(sc3nc(CSc4n[nH]c(N)n4)[nH]c(=O)c23)C1 (stereo unspecified)	15	8	-15	-4	0	-0.3	3	5	-2	·
CC(=O)Nc1ccc(S(=O)(=O)Nc2ccc3c(c2)OCO3)cc1	4	-16	-2	2	6	-0.4	-4	8	14	2.3
O=S(=O)(NN1CCOCC1)c1cc(Cl)cc(Cl)c1O	-7	-10	6	-1	-10	i	4	2	-2	1.5
OC(c1ccccc1)(c1nc(-c2csc3ccccc23)cs1)C(F)(F)F (stereo unspecified)	2	·	·	-8	2	i	·	·	·	0.6
CC1=NN(C(=S)Nc2ccccc2)C(c2ccccc2)C1 (stereo unspecified)	2	-31	8	0	0	i	-1	8	-3	·
Cn1nc(C(=O)OCC(=O)N(Cc2ccccc2)C(C)(C)C)c2ccccc2c1=O	2	6	·	17	5	-12	·	·	1	0.5

A draw from above in order of length of the SMILES, largest number first:
SMILES	PrPC surface inh	PriA SSB inh	Rv3671c inh	Y pestis TopoI	CCHF vOTU inh	BH1578 lux ind	3CLpro inhibitor	DUSP3 inh	MazF activator	TcdB inh
Cc1ccc(-c2c3c(=O)n(C)c(=O)n(C)c3cn2-n2cnnc2)cc1	-14	-3	0	2	-2	-12	4	12	5	·
Cc1ncc(CO)c(/C=N/NC(=S)Nc2ccc(F)cc2)c1O	-7	·	16	-6	-8	-0.2	1	-4	8	·
COCCNC(=O)c1cc(-c2ccc3c(c2)OCO3)on1	7	-1	-3	6	-3	i	-4	19	10	·
N/C(=N\OC(=O)CCc1ccccc1)c1cccnc1	2	·	-17	-1	-3	2.0	2	-13	2	0.5
CCCn1c2ccc(F)cc2c2nnc(NN)nc21	-22	8	-11	9	13	i	1	1	15	-0.4
COc1ccc(NC(=O)c2ccccc2C)cc1	-6	-2	6	-2	-2	-0.1	0	14	4	1.6

The list goes on.
SMILES	PrPC surface inh	PriA SSB inh	Rv3671c inh	Y pestis TopoI	CCHF vOTU inh	BH1578 lux ind	3CLpro inhibitor	DUSP3 inh	MazF activator	TcdB inh
CCCCn1c(SCC(=O)Nc2nc(C)cs2)nnc1-c1cccnc1	3	2	·	1	-25	-0.4	0	18	1	1.6
Cc1cccc(N2CCN(S(=O)(=O)c3ccc(-c4coc(C)n4)cc3)CC2C)c1 (stereo unspecified)	0	11	0	18	14	6.2	5	2	0	1.2
CCOCCCNC(=S)NCCCNc1nc2c(C)cc(C)cc2cc1C#N	-8	-15	·	-4	-14	-1.7	-3	24	-14	-0.1
O=C(Nc1cccc(S(=O)(=O)N2CCCC2)c1)[C@@H]1O[C@H](CO)[C@@H](O)[C@H]1O	1	·	·	-1	-2	-0.3	·	·	·	-0.6
O=C(/C=C/c1cn(CC(O)CN2CCCCCC2)c2ccccc12)c1cccs1 (stereo unspecified)	-7	-15	-3	4	12	2.1	0	-2	27	·
CC(NC(=O)CN(C1CCCCC1)S(C)(=O)=O)c1ccccc1 (stereo unspecified)	1	-32	-2	2	-5	0.7	0	0	2	·
Clc1ccc(-c2nnc(COc3ncnc4sccc34)o2)cc1	6	-15	-7	1	-1	-3.6	-4	-1	5	0.0
Cc1ccc(CSCC(=O)NCc2ccc3c(c2)OCO3)cc1	7	-10	-4	13	2	-0.6	-2	-7	1	3.0
Cc1ccc(SC(C)C(=O)N2CCN(c3ccccc3)CC2)cc1 (stereo unspecified)	-1	-4	4	6	-2	-0.9	-1	30	-7	0.8
COC(=O)N1CC(=O)N(OC)C1c1ccc(Cl)cc1Cl (stereo unspecified)	-3	-4	-2	6	5	i	-5	20	4	·
Brc1ccc2[nH]cc(C=NN3CCCCCC3)c2c1	-6	1	·	-23	6	i	·	·	18	1.4
Cc1ccc(NC(=O)CN(Cc2ccccc2)S(C)(=O)=O)cc1C	3	-16	3	9	17	-0.2	-3	32	-2	0.4
c1cc(SSc2ccncc2)ccn1	-3	-11	-15	9	-10	i	-9	14	3	0.7
CCC(C)OC(=O)C1=C(C)NC(=O)NC1c1ccc(F)cc1 (stereo unspecified)	4	5	2	5	9	-0.5	-2	32	-2	1.4
Cn1c(CNC(=O)CCNC(=O)c2ccccc2)cc(=O)n(C)c1=O	4	-9	-8	0	6	-0.9	-2	9	3	0.4
CCOc1ccc(NC(=O)[C@H](C)NC(=O)C2CC(=O)N(c3ccc(OC)cc3)C2)cc1 (stereo partly specified)	3	-17	-5	20	2	i	-1	82	-2	-11
COc1cc(CN=Cc2c(O)n(Cc3ccccc3)c(=S)[nH]c2=O)cc(OC)c1	7	0	-11	14	-4	-0.6	4	-17	-21	2.4
CCCn1c(N)c(N2CCCCC2)c(=O)n(CC(=O)Nc2ccc(C(C)=O)cc2)c1=O	-1	-8	3	-2	-1	i	·	·	5	-0.1
COc1ccc(C(=O)COC(=O)c2cc(S(=O)(=O)N3CCCCC3)ccc2N2CCOCC2)c(OC)c1	3	1	-11	20	-1	4.0	·	·	-7	-7.0
Clc1ccc(-n2ncc3c(NCCN4CCOCC4)ncnc32)cc1	2	-5	1	0	2	-3.6	2	0	0	·
COc1cc2c(cc1OC)[C@@H]1Cc3cc4c(cc3[C@H](C2)N1C)OCO4	-5	-3	1	8	-7	-0.7	-5	4	8	0.9
Cc1ccc(-c2nnc(-c3ccc(NC(=O)c4ccco4)cc3)o2)cc1	-4	-16	-15	-8	-7	-12	2	17	5	·
CC(C)(C)C(=O)NC(=C(Cl)Cl)P(=O)(O)O	-6	1	-5	-2	9	-0.2	3	27	0	·
